# Assay outcomes (PubChem BioAssay)
# USP1 inh: Inhibitors of USP1/UAF1: Primary Screen; Ubiquitin carboxyl-terminal hydrolase 1 (Homo sapiens), O94782; recombinant USP1/UAF1, Ub-Rhodamine cleavage fluorescence; Potency, µM (titrated, usually from 57.1 µM), inactives show at the top dose activity change, negative = inhibition, most hits filed as inhibitors; hit rate 0.23% among 390,000; note: potency is the fitted concentration of half-maximal effect; % is set by controls: 0 for no effect and ±100 for the full control effect; nearly all actives have a fitted effect of over 60% in size; inactives centre near -12
#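 USP1/UAF1 complex (1 nM) preincubated 15 min at room temperature with compound, then Ub-Rho substrate (150 nM final) added. Kinetic fluorescence at 480/540 nm over 6 reads at 60 s intervals; 50 mM HEPES pH 7.8, 0.5 mM EDTA, 0.1 mg/ml BSA, 1 mM TCEP, 0.01% Tween-20.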
# Vif-A3F inh: qHTS for Inhibitors of Vif-A3F Interactions: qHTS. HeLa A3F-eYFP + Vif (tagged APOBEC3F with the HIV-1 protein that degrades it), YFP fluorescence increase. Potency, µM (top dose mostly 46.1 µM), for the others: top-dose activity, negative = active. hit rate 0.2% among 390,000. AID 602313, 2012; note: potency is the fitted concentration of half-maximal effect; % of control where 0% means no effect; nearly all actives have a fitted effect of over 65% in size
#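 HeLa cells stably expressing Vif plus C-terminally eYFP-tagged A3F were seeded, incubated overnight at 37 deg C, dosed with compound, incubated overnight again at 37 deg C. Yellow fluorescence (Ex 488/Em 500-530) reported blocked Vif-mediated A3F-eYFP degradation.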
# rTrxR1 inhibitor: qHTS Assay for Inhibitors of Mammalian Selenoprotein Thioredoxin Reductase 1 (TrxR1): qHTS. hit rate 1% among 390,000. Potency, µM (series often up to 114 µM), for the others: at the top dose activity change, negative = inhibition, usual class: inhibitors. recombinant rTrxR1, NADPH fluorescence consumption, selenite substrate. AID 588453, 2011. Thioredoxin reductase 1, cytoplasmic (Rattus norvegicus), O89049; note: potency is the fitted concentration of half-maximal effect; % is set by controls: 0 for no effect and ±100 for the full control effect; nearly all actives have a fitted effect of over 65% in size
#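 Rat TrxR1 (90 nM in the dispensed reagent) was pre-reduced with 400 uM NADPH for 5 min at room temperature, then incubated with compound for 15 min. After 400 uM selenite was added, NADPH fluorescence (Ex 340/Em 450 nm) was followed for 8 min.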
# Glioma ERSR ind: qHTS for Inducers of the Endoplasmic Reticulum Stress Response (ERSR) in Human Glioma: qHTS | Potency, µM, for the others: top-dose activation, actives largely listed as activators | hit rate 0.02% among 420,000 | U87-MG GRP78 promoter luciferase reporter, 16 h; note: potency is the fitted concentration of half-maximal effect; series mostly up to about 76 µM; % of control where 0% means no effect; nearly all actives have a fitted effect of over 35% in size
#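 Stably transfected U87-MG glioma cells carrying a GRP78-based luciferase sensor; 16 h compound incubation. Luminescence end-point read 10 min after Bright-Glo addition at room temperature.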
# TrxR1 substrate: qHTS Assay for Substrates of Mammalian Selenoprotein Thioredoxin Reductase 1 (TrxR1): qHTS | purified TrxR1 substrate turnover, NADPH consumption readout | Thioredoxin reductase 1, cytoplasmic (Rattus norvegicus), O89049 | Potency, µM (highest dose often 114 µM), inactives show top-dose activity change, negative = substrate turnover | hit rate 0.01% among 390,000; note: potency is the fitted concentration of half-maximal effect; % is set by controls: 0 for no effect and ±100 for the full control effect; nearly all actives have a fitted effect of over 50% in size
#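 Rat TrxR1, dispensed at 90 nM, was prereduced with 400 uM NADPH (final) for 5 min at ~22 deg C, then incubated with compound 15 min before 400 uM selenite. A first-read NADPH fluorescence drop versus no-compound background flagged substrates.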
# mIDH1 inhibitor: qHTS for Inhibitors of mutant isocitrate dehydrogenase 1 (IDH1): qHTS; Potency, µM (titrated, usually from 76.6 µM), for inactives: at the top dose activity change, negative = inhibition, most hits filed as inhibitors; AID 602179, 2012; IDH1-R132H enzyme, NADPH consumption, diaphorase/resazurin fluorescence; Isocitrate dehydrogenase [NADP] cytoplasmic (Homo sapiens), O75874; hit rate 0.093% among 390,000; note: potency is the fitted concentration of half-maximal effect; % is set by controls: 0 for no effect and ±100 for the full control effect; nearly all actives have a fitted effect of over 65% in size
# Target sequence (O75874 whole entry R132H, stated change not applied): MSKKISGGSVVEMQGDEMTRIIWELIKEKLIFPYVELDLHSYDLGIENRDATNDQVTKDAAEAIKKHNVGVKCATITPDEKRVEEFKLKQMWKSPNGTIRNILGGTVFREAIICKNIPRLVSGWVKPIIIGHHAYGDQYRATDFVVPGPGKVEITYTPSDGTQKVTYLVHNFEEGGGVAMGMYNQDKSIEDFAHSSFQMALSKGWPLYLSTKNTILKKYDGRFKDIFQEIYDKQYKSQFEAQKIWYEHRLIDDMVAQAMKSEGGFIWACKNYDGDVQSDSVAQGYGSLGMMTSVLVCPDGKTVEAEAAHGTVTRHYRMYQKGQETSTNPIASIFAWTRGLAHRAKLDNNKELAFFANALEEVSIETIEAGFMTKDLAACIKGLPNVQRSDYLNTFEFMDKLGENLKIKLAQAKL
#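 IDH1-R132H (0.5 ug/mL dispensed) in pH 7.5 Tris buffer was preincubated 30 min with compound, then given a substrate mix of 0.016 mM NADPH and 2 mM alpha-KG for 80 min at room temperature; remaining NADPH was read by diaphorase/resazurin fluorescence.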
# RGS4 inh: Inhibitors of Regulator of G Protein Signaling (RGS) 4: qHTS; Potency, µM (highest dose often 114 µM), for inactives: top-dose activity change, negative = inhibition, usual class: inhibitors; Regulator of G-protein signaling 4 (Homo sapiens), P49798; hit rate 0.039% among 390,000; Transcreener GDP fluorescence polarization, RGS4-accelerated GTP hydrolysis; note: potency is the fitted concentration of half-maximal effect; % is set by controls: 0 for no effect and ±100 for the full control effect; nearly all actives have a fitted effect of over 75% in size; some results filed as inactive show a strong effect at the top dose
# Target sequence (P49798 whole entry, looked up): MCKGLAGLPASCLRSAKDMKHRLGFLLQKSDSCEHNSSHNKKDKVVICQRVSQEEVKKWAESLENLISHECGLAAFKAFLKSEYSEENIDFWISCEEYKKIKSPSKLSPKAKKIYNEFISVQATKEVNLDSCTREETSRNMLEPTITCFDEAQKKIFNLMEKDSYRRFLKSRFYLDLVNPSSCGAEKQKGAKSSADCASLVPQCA
#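 MLSMR compounds (23 nl, pin-transferred) preincubated 10 min at room temperature with a 500nM (2x) first reagent, then RGS4 at 900nM (2x) plus Transcreener GDP mix added; fluorescence polarization (620/688 nm) read before and after 90 min at 30 °C.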
# LDHA block: qHTS assay for inhibitors of human lactate dehydrogenase; L-lactate dehydrogenase A chain (Homo sapiens), P00338; purified LDHA, NADH/diaphorase-resazurin fluorescence; active compounds read low; activity change, % (values are at about 110 or 230 µM); hit rate 0.15% among 480,000; AID 1347041, 2019; in the data active = activity change below about -30%; inconclusive = mostly about -25% to -30%;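 note: plate controls were DMSO wells for no effect and wells without enzyme for full effect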
#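 Resorufin fluorescence (ex540/em590), read at 0 and 20 min after diaphorase/resazurin addition, reports the NADH left after a 5 min room-temperature reaction of 2 nM human LDH5 with 0.06 mM NADH and 0.2 mM pyruvate.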
# Vif-APOBEC3G blk: qHTS for Inhibitors of Vif-A3G Interactions: qHTS; HeLa A3G-eYFP + Vif (tagged APOBEC3G with the HIV-1 protein that degrades it), YFP fluorescence, overnight; Potency, µM (doses to about 46.1 µM), for the others: at the top dose activity, negative = active, usual class: inhibitors; hit rate 0.076% among 410,000; AID 602310, 2012;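 note: potency is the fitted concentration of half-maximal effect; % is set by controls: 0 for no effect and ±100 for the full control effect; nearly all actives have a fitted effect of over 60% in size; hits raise eYFP signal because A3G escapes Vif-driven loss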
# Target sequence (Q9HC16 whole entry, looked up): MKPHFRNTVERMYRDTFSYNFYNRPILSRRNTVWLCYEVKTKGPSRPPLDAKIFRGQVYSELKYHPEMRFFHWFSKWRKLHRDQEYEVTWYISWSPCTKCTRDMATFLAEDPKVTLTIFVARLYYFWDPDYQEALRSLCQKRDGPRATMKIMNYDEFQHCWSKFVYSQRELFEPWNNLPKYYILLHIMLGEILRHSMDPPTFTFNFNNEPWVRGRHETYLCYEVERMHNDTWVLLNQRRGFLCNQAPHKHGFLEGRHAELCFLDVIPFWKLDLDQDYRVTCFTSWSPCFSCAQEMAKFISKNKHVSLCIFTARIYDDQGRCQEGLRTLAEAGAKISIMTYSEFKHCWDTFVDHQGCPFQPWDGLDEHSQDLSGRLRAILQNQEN
#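 Read-out is eYFP fluorescence (Ex 488/Em 500-530) from Vif-expressing HeLa A3G-eYFP cells; more signal means A3G escaped Vif-mediated degradation. Cells plated overnight, compound pinned in, incubated overnight at 37 deg C.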
# An asterisk follows results filed as active; ? = inconclusive; [ ] = another dose, or the depositor's remark. Unless noted, calls come from the whole dose curve; as a rule, active = well fitted curve in the direction sought with a large enough effect; inconclusive = small, poorly fitted or top-dose-only effect, or another doubt; inactive = no such curve, though single readings can be large; an effect the other way counts as inactive or inconclusive.
SMILES,USP1 inh,Vif-A3F inh,rTrxR1 inhibitor,Glioma ERSR ind,TrxR1 substrate,mIDH1 inhibitor,RGS4 inh,LDHA block,Vif-APOBEC3G blk
CC(C)c1ccc(-c2nnc(SCC(=O)NC3CC3)n2C)cc1,-4.1%,0.8%,7.7%,3.5%,4.1%,12.1%,5.4%,-2.4,0.6%
Cc1cccc(NC(=O)CSCC(=O)Nc2cccc3ncccc23)c1,-11.2%,4.4%,-1.7%,-3.9%,-6.1%,1.3%,5.9%,-1.2,-0.6%
COC(=O)c1ccc(CC(=O)c2c(C)cc(O)cc2O)o1,-19.1%,-14.6%,-11.5%[57.1 µM],2.1%,24.2%[57.1 µM],23.7%,?,20.4,2.8%
O=C(Cn1nnc(-c2ccccc2)n1)N/N=C/c1cc([N+](=O)[O-])c(Cl)cc1Cl,3.1%,-17.7%,19.2%,0.8%,-1.8%,2.4%,-24.1%,-8.5,-1.5%
O=C(NN=C(c1ccccc1)c1ccccn1)c1ccccc1,-12.6%,-0.5%,-11.5%,9.6%,-4.5%,5.4%,9.7%,-2.3,?
CC(C)NC(=O)c1ccc(Cn2c(SCC(N)=O)nc3ccccc3c2=O)cc1,-29.3%,0.8%,13.0%[57.1 µM],-3.2%,-0.2%[57.1 µM],-10.1%,-8.0%,-0.2,-5.0%
C/C(=C/c1ccccc1)C(=O)N1CCN(c2ccccc2)CC1,-16.8%,-5.9%,7.6%,8.8%,5.2%,12.1%,-13.3%,2.8,-7.0%
Cc1ccc(-c2noc(-c3cccnc3NCc3ccco3)n2)cc1,-27.9%,-3.4%,5.5%,-0.6%,-1.3%,-6.9%,-12.9%,-3.7,0.9%
CC(=O)NC(CCS(C)(=O)=O)C(=O)Nc1ccc(Cl)c(Cl)c1 (stereo not given),-11.5%,-7.5%,8.1%[57.1 µM],-4.2%,-3.5%[57.1 µM],14.8%,13.8%,-2.2,-0.3%
C=CCNc1cc(=O)n(Cc2ccccc2)c(=O)[nH]1,-8.8%,-0.8%,-19.4%,-4.1%,2.9%[57.1 µM],2.7%,7.5%,6.0,-0.5%
Cc1nn2cc(-c3ccc(-c4ccccc4)cc3)nc2s1,-3.8%,-1.5%,-1.6%,-1.6%,5.0%,5.4%,0.1%,-7.9,-1.5%
CN(C)C(=O)N1CCCC(C(=O)NCc2ccccc2)C1 (stereo not given),-23.0%,0.6%,9.1%,-2.6%,7.7%,3.3%,12.8%,-4.3,-4.2%
CC1CCN(C(=O)c2ccc(-n3cnnn3)cc2)CC1,1.1%,-1.9%,11.9%[57.1 µM],-2.6%,8.7%[57.1 µM],4.3%,-0.3%,-14.5,-1.4%
O=C(OCC(=O)N1CCN(C(=O)c2ccco2)CC1)C1=COCCO1,-6.6%,-18.8%,?,-2.4%,-0.7%[57.1 µM],-8.8%,6.3%,6.2,-3.3%
O=C(NNC(=O)C1CCN(Cc2ccc(Cl)c(Cl)c2)CC1)c1cccs1,-4.9%,19.2%,6.7%[57.1 µM],1.5%,-5.1%,-2.6%,11.9%,-5.1,0.0%
O=C(CN(Cc1ccccc1)S(=O)(=O)c1ccc(F)cc1)NCc1ccncc1,-18.2%,-9.8%,-0.5%,-3.6%,-2.2%,-6.6%,-0.7%,-10.9,5.1%
Cc1cc(NC(=O)COC(=O)CCNS(=O)(=O)c2c(Cl)cccc2Cl)no1,-8.1%,-1.3%,30.2%[57.1 µM],-3.3%,-18.9%[57.1 µM],7.2%,-40.1%,1.3,2.7%
COc1ccccc1NC(=O)CSc1nnc(-c2ccc(NC(C)=O)cc2)n1C,-13.7%,0.4%,17.9%[57.1 µM],-3.5%,-1.8%[57.1 µM],11.5%,-42.6%,0.1,2.7%
O=C(Nc1cc(=O)[nH]c2ncnn12)c1ccccc1F,-13.6%,3.7%,7.5%,-5.7%,-5.6%,-2.1%,-15.7%,-1.7,1.7%
CCN1C(=O)[C@@H]2[C@@H](c3ccc(-c4ccc(OC)cc4)c(OC)c3)N3CCCC[C@@]3(C(=O)OC)[C@@H]2C1=O,?,-7.0%,11.4%[57.1 µM],-4.2%,10.1%[57.1 µM],-18.5%,11.5%,-3.4,1.3%
COc1cccc(/C=C/c2nc3ccccc3c(=O)n2-c2ccc(C)c(C)c2)c1OC,-11.8%,-7.6%,24.1%[57.1 µM],-2.3%,6.1%[57.1 µM],-8.9%,16.4%,-3.2,-11.1%
CC(=O)NCC(=O)N(C)C(C(=O)Nc1ccc2c(c1)OCCO2)c1ccccc1 (stereo not given),-17.4%,1.0%,1.7%,1.5%,-1.8%,8.9%,7.3%,-1.9,1.4%
CCOc1cc(C(=O)NCc2ccc3c(c2)CCN3C(=O)c2ccc(F)cc2)cc(OCC)c1OCC,?,1.6%,5.3%[57.1 µM],-4.3%,-14.4%[57.1 µM],-20.4%,29.7%,-2.3,3.7%
COc1ccc(S(=O)(=O)N(CC(=O)NC(C)C)Cc2ccccc2)cc1,0.2%,-6.5%,16.0%,-1.5%,5.5%,9.6%,13.2%,0.2,-0.4%
Cc1c(C)n(C)c2ccc(C(=O)NCCCN3CCN(c4ccc(F)cc4)CC3)cc12,-6.2%,-2.0%,5.0%,-3.1%,-2.2%,-1.5%,21.4%[11.4 µM],-2.4,6.6%
# (further entries)
SMILES,USP1 inh,Vif-A3F inh,rTrxR1 inhibitor,Glioma ERSR ind,TrxR1 substrate,mIDH1 inhibitor,RGS4 inh,LDHA block,Vif-APOBEC3G blk
CCOc1ccc(CN(C(=O)c2nc(SC)ncc2Cl)C2CCS(=O)(=O)C2)cc1 (stereo not given),-20.1%,0.4%,16.1%,-2.5%,-3.1%,-18.8%,-19.0%,-3.5,0.8%
O=S(=O)(Nc1ccccc1Cl)c1ccc2[nH]c(=S)oc2c1,5.4%,-17.1%,-16.9%,-1.0%,-3.6%,-7.1%,-44.9%,-7.7,-1.0%
CNc1c([N+](=O)[O-])ncn1C,-23.1%,-3.6%,9.4%[57.1 µM],-5.5%,7.4%[57.1 µM],-0.1%,-45.1%,-6.8,1.4%
COc1ccc(C2NC(=O)c3sc(=S)n(-c4ccccc4)c3N2)cc1 (stereo not given),-10.9%,-4.3%,5.9%,0.8%,-3.7%,7.2%,?,1.2,-10.7%
O=C(Nc1ccncc1)c1ccc(S(=O)(=O)Nc2ccccc2)cc1,-31.0%,-1.2%,3.8%,-3.8%,4.3%,0.0%,-6.1%,-0.6,-8.3%
Cc1sc2nc(-c3ccccn3)[nH]c(=O)c2c1-c1ccccc1,-16.3%,-2.0%,-7.5%,2.9%,6.3%,-13.7%,?,-4.3,-0.8%
CCOc1ccc(NC(=O)CN(C)C(=O)Cn2c(=O)cnc3ccccc32)cc1OCC,-19.7%,2.2%,21.3%,2.3%,5.8%,7.1%,-2.2%,-0.8,0.4%
O=C(NCCCO)/C(=C/c1ccco1)NC(=O)c1ccc(Br)o1,3.3%,6.7%,-0.8%,-1.1%,0.4%,-7.3%,-12.4%,-3.2,2.9%
CC(C)(C)NC(=O)CSc1nc2scc(-c3ccccc3)c2c(=O)[nH]1,-16.3%,-20.1%,-1.1%,0.4%,4.1%,3.7%,-17.8%,-0.5,-10.5%
Cc1ccc(N2CCN(C(=O)c3c(C)oc4ncn(CC(C)C)c(=O)c34)CC2)c(C)c1,-26.8%,0.0%,6.7%,0.4%,-0.6%,-8.6%,-0.6%,-0.5,2.6%
Cc1ccc(C)c(CNC(=O)C2CCCCN2S(=O)(=O)c2ccc(F)cc2)c1 (stereo not given),-7.9%,1.4%,-4.0%[57.1 µM],-4.1%,-5.6%[57.1 µM],-13.8%,-25.6%,-2.6,-1.8%
COC(=O)Nc1nnc(CC(=O)Nc2ccccc2C)s1,-13.4%,-11.2%,7.9%,-8.1%,-0.5%,3.7%,-11.6%,-0.2,4.8%
COCCn1c(Cc2ccccc2)nnc1SCC(=O)Nc1oc(C)c2c(C)n[nH]c(=O)c12,-12.0%,8.2%,?,0.4%,-7.7%[57.1 µM],2.3%,-35.1%,8.4,-3.9%
CC(=O)c1cc(C#N)c(SCC(=O)OC(C)C)nc1C,-14.1%,0.1%,9.7%,3.5%,-9.4%,6.0%,-8.8%,2.0,0.5%

# These rows are one share of the data; the hit share may differ from the screen's.
